KCNK9 inh: inhibitors of human KCNK9 two-pore domain potassium channel; Q9NPC2; HEK293 KCNK9, FluxOR thallium flux fluorescence; hits give low values; B-score at 10 µM; actives 1.2% (n = 310,000); AID 488922;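 active = ratio B-score over 3 SD below the library mean, with starting fluorescence within 5 SD of its mean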;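 also: negative B-score means less thallium flux so channel inhibition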
Target sequence (Q9NPC2 whole entry, looked up, the tested form may be a part): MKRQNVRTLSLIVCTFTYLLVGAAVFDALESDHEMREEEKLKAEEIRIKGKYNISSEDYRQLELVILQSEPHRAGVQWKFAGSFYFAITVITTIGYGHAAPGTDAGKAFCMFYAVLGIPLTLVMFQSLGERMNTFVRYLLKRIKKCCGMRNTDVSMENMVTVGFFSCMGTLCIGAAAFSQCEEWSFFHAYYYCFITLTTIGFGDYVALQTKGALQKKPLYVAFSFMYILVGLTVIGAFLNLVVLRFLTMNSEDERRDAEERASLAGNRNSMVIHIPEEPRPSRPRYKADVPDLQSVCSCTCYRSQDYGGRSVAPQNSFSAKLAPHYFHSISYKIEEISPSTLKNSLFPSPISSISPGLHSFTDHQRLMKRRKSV
KCNQ1 block: inhibitors of human KCNQ1 potassium channel. CHO-K1 KCNQ1, FluxOR thallium flux fluorescence; hits give high values. B-score at 10 µM. actives 1.3% (n = 310,000). AID 2642;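 active = compounds whose thallium flux B-score, printed positive for inhibition, exceeds three library SD while starting fluorescence stays within three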;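 also: channel opened by potassium depolarization with thallium stimulus after 20 min compound exposure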
KCNQ1 act: human KCNQ1 channel potentiation or activation | actives 0.35% (n = 310,000) | CHO-K1 KCNQ1, thallium flux FluxOR fluorescence; hits give high values | B-score at 10 µM | AID 2648;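 active = fluorescence ratio B-score, a plate-corrected score, at least three library SD, with initial intensity B-score within 5 SD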
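assay system = KCNQ1-transfected CHO-K1 cells | medium = assay buffer with matched DMSO | probe or stimulus = depolarizing K+/Tl+ stimulus, K2SO4 and Tl2SO4 each 12.5 mM in 5x stock | dosing = single dose | incubation = dye 90 min, compound 20 min, room temperature | detection = kinetic FluxOR fluorescence, 10 s baseline plus 110 s post-stimulus | evaluation = ratio B score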
TMEM16A act: activates or potentiates the mouse TMEM16A chloride channel; HEK293 TMEM16A/YFP-H148Q/I152L, iodide quench fluorescence; hits give low values; actives 0.3% (n = 340,000); B-score at 10 µM;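 active = fluorescence-ratio B-score plate-corrected deviation score at least 3 library SD below zero, with starting fluorescence score within 5 deviations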;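 also: channel opened by trigger with iodide after compound preincubation; score built on the fluorescence ratio of max minus min over baseline; more negative score means more quench and so TMEM16A activation or potentiation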
RGS4 act: RGS4 potentiation or activation; HEK293 M3R/inducible RGS4, carbachol calcium flux Fluo4; hits give low values; B-score at 10 µM; AID 463111; actives 0.92% (n = 310,000);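 active = B-score of the integrated calcium signal more than 4 SD below the library mean, with starting fluorescence not abnormally high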;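 also: negative B-score means reduced calcium response which marks RGS4 activation or potentiation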
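Material: M3R-expressing HEK293 line, RGS4 induced by doxycycline | Schedule: Overnight RGS4 induction, 30 min dye load 37 °C, 20 min compound RT | Measured by: Fluo4 fluorescence kinetic imaging of calcium | Read-out: Integrated calcium ratio converted to B score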
MrgX1 agonist: human MrgX1 receptor agonism, primary screen; B-score at 10 µM; actives 0.44% (n = 310,000); MrgX1-HEK293 cells, Fluo-4 calcium fluorescence, agonist mode; hits give high values; Q96LB2;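 active = calcium response B-score plate-corrected fluorescence ratio at least 3 library SD, with starting fluorescence B-score inside 5 SD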
Target sequence (Q96LB2 whole entry, looked up): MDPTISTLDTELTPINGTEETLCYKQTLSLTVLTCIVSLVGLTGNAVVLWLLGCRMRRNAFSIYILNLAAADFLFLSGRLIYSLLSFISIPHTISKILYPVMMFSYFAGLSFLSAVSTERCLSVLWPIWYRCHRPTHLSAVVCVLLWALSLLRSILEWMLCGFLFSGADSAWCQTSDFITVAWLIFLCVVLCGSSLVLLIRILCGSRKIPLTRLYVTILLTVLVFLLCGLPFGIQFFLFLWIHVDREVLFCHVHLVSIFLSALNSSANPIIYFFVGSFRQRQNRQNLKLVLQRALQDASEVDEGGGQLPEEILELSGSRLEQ
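Material: MrgX1-expressing HEK293 cells; input: 15,000 cells per well; doses: test compound given as first of three sequential additions; schedule: overnight plating before 1 h dye loading; technique: Fluo-4 NW calcium-flux fluorescence, kinetic read; evaluation: baseline-normalised fluorescence change ratio, B-scored; control set: plate-wise positive and negative controls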
KCNK3 inh: human KCNK3 channel inhibition, primary screen | O14649 | CHO-KCNK3 thallium flux, FluxOR fluorescence; hits give low values | B-score at 10 µM | actives 0.84% (n = 340,000);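 active = B-score under library mean minus 4 SD, starting fluorescence ratio at most library mean plus 5 SD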;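 also: more negative B-score means stronger inhibition of thallium flux through KCNK3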
Target sequence (O14649 whole entry, looked up): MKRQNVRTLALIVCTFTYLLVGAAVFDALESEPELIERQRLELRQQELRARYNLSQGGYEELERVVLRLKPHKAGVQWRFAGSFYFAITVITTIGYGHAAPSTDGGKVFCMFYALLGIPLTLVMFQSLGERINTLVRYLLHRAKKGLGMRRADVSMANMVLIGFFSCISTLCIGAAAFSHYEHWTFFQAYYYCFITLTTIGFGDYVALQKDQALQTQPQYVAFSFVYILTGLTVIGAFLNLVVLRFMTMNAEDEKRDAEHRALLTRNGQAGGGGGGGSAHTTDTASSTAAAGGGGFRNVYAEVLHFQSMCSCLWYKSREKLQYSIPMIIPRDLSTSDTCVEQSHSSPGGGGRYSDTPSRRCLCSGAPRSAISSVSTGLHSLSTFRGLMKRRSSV
hERG rescue: compounds protecting human hERG from proarrhythmic drug block; Q12809; CHO-hERG, FluxOR thallium flux, dofetilide IC70 present; activation (rescue from dofetilide block), less the hit threshold, % at 10 µM; actives 0.51% (n = 310,000);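 active = activation above the mean of controls blocked by dofetilide plus 5 SD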;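 also: thallium influx through hERG after potassium depolarization seen as dye fluorescence rise; in these data hits start at about 4.7%; inactives centre near -7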
TMEM16A inh: blocks the mouse calcium-activated chloride channel TMEM16A. actives 1.2% (n = 310,000). Q8BHY3. HEK293 TMEM16A/YFP iodide influx fluorescence, ionomycin. normalized B-score (activity score, 25-100; higher = stronger inhibition) at 10 µM;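 active = ratio plate-corrected score three or more library SD toward inhibition, starting fluorescence score within five deviations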;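 also: score derived from kinetic fluorescence span divided by baseline fluorescence per well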
RGS4 inh: inhibitors of human RGS4 | HEK293 M3R/RGS4 inducible, Fluo-4 calcium flux; hits give high values; triggered by carbachol at its EC20 | B-score at 10 µM | actives 0.45% (n = 310,000) | AID 463165;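 active = B-score, a plate-corrected calcium signal, over three deviations above library mean, with baseline fluorescence within five deviations of library mean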;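 also: RGS4 expression induced by doxycycline in cells with stable M3 receptor; B-score is computed from the integrated fluorescence ratio over baseline after carbachol; higher B-score means a larger calcium signal and so more RGS4 inhibition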
MrgX1 PAM: allosterically activates human MrgX1 receptor signaling; Q96LB2; MrgX1-HEK293, Fluo-4 calcium flux, FDSS; hits give high values; B-score at 10 µM; actives 0.63% (n = 310,000);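 active = plate-corrected calcium response at least 3 library SD above typical, normal starting fluorescence, not activating the receptor alone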;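 also: compound read alongside a low EC10 to EC30 dose of BAM8-22 agonist; peak minus trough fluorescence over baseline measured at the second addition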
The depositor's hits bear a star; i = inactive; . = not tested or not shown.

SMILES | KCNK9 inh | KCNQ1 block | KCNQ1 act | TMEM16A act | RGS4 act | MrgX1 agonist | KCNK3 inh | hERG rescue | TMEM16A inh | RGS4 inh | MrgX1 PAM
CC(C)(C)N=C1SCC(C)(/C=N/O)S1 (centres undefined) | i | i | i | i | i | i | i | -13 | i | i | i
CSc1sc(C)cc1/C=N/O | i | i | i | i | i | i | i | -1 | i | i | i
COc1ccc(-n2ncc3c(SCC(=O)NNC(C)=O)ncnc32)cc1 | i | i | i | i | i | i | i | -5 | i | i | i
O=C(COc1ccccc1)NC1CCSc2ccccc21 (centres undefined) | i | i | i | i | i | i | i | -7 | i | i | i
CC(C)(C)NC(=O)CN(Cc1cccs1)C(=O)c1csnn1 | i | i | i | . | i | i | i | -11 | i | i | i
O=C(NNc1ccccc1Br)C(O)(c1cccc(C(F)(F)F)c1)c1cccc(C(F)(F)F)c1 | -8.3* | i | i | i | i | i | i | -6 | i | i | i
O=C(N/N=C/c1sc(=O)n(Cc2ccc(Br)cc2)c1Cl)c1ccco1 | i | i | i | i | i | i | i | -8 | i | i | i
Cc1cc(=O)[nH]c(NCCO)n1 | i | i | i | i | i | i | i | 0 | i | i | i
CCCNc1ccc(C(=O)OCC)cc1[N+](=O)[O-] | i | i | i | i | i | i | i | -10 | i | i | i
O=C(CSc1ncn[nH]1)N/N=C/c1ccc(C(F)(F)F)cc1 | i | i | i | i | i | i | i | -10 | i | i | i
Cc1ccc2[nH]c(C(=O)N3CCC(C(N)=O)CC3)cc2c1 | i | i | i | i | i | i | i | -4 | i | i | i
COc1ccccc1C(=O)Nc1nnc(-c2ccco2)s1 | i | i | i | i | i | i | i | -2 | i | i | i
Cc1ccnc(NC(=O)c2cccc(S(=O)(=O)N3CCCC3)c2)c1 | i | i | i | i | i | i | i | -3 | i | i | i
COc1ccc(C(=O)c2ccc(OC)c(Br)c2)cc1Br | i | i | i | i | i | i | i | -3 | i | i | i
O=C(NC1CCN(Cc2ccccc2)CC1)C12CC3CC(CC(C3)C1)C2 | i | i | i | i | i | i | i | -11 | i | i | i
CCN1CC(CN(C)Cc2cn(-c3ccc(C)cc3)nc2-c2cccc(C)c2)CC1=O (centres undefined) | i | i | i | i | i | i | i | -4 | i | i | i
O=C(CC(=O)c1cc(Cl)ccc1O)c1ccccc1 | i | i | 18* | i | i | i | i | -3 | i | i | i
Cc1ccc(Cn2c(NCCc3ccccc3)nc3c2c(=O)n(C)c(=O)n3C)cc1 | i | i | i | i | i | i | i | -8 | i | i | i
c1ccc2c(N3CCCCC3)nc(N3CCCC3)nc2c1 | i | 9* | i | i | i | i | i | -21 | i | i | i
COC(=O)C1CN(C(=O)COc2ccc(C)cc2)c2ccccc2O1 (centres undefined) | i | i | i | i | i | i | i | -12 | i | i | i
CCC(=O)N(CC(=O)Nc1sc(C)c(C)c1C(N)=O)C1CCCCC1 | i | i | i | i | i | i | i | -4 | i | i | i
CC(C)C1CC(CCNCc2ccc(N(C)C)cc2)(c2ccccc2)CCO1 (centres undefined) | i | i | i | i | i | i | i | -7 | i | i | i
CC(Nc1cc(=O)n(C)c(=O)[nH]1)c1ccccc1 (centres undefined) | i | i | i | i | i | i | i | -3 | i | i | i
N#Cc1c(SC(C(=O)O)c2ccccc2)nc2c(c1-c1cccs1)CCCC2 (centres undefined) | i | i | i | i | i | i | i | -17 | i | i | i
Cc1ccc(C)c(NS(=O)(=O)c2c(C)ccc3nsnc23)c1 | i | i | i | i | i | i | i | -11 | i | i | i
Further compounds follow.
SMILES | KCNK9 inh | KCNQ1 block | KCNQ1 act | TMEM16A act | RGS4 act | MrgX1 agonist | KCNK3 inh | hERG rescue | TMEM16A inh | RGS4 inh | MrgX1 PAM
CCOc1ccc(NC(=O)/C(C#N)=C/c2ccc(N3CCCC3)c(C)c2)cc1 | . | . | . | i | . | i | i | . | i | . | i
CCOc1nc(C)ccc1-c1noc(CC)n1 | i | i | i | i | i | i | i | -4 | i | i | i
CC(C)OC(=O)CC(=O)CSc1nc(-c2ccc(F)cc2)cc(-c2ccccc2)c1C#N | i | i | i | i | i | i | i | -7 | i | i | i
Cc1cccc(Cn2cc(SCC(=O)Nc3nccs3)c3ccccc32)c1 | i | i | i | i | i | i | i | -6 | i | i | i
CN1CCc2c(sc(NC(=O)c3ccc(S(=O)(=O)N4CCCCCC4)cc3)c2C(N)=O)C1 | i | i | i | i | i | 32* | i | -14 | i | i | i
COc1ccccc1CC(=O)N1CCN(c2cccc(C(F)(F)F)c2)CC1 | i | i | i | i | i | i | i | -9 | i | i | i
O=c1c2[nH]cnc2n(-c2cccc(Br)c2)c(=O)n1Cc1ccccc1 | i | i | i | . | i | i | i | -5 | i | i | i
Cn1c(=O)c2c(ncn2CC(=O)OCC(=O)NC2CCCc3ccccc32)n(C)c1=O (centres undefined) | i | i | i | i | i | i | i | -10 | i | i | i
O=C(c1ccc2c3c(cccc13)CC2)N1CCN(c2ncccn2)CC1 | i | i | i | i | i | i | i | -10 | i | i | i
COc1cc(CNC(=O)c2ccc3c(c2)S(=O)(=O)c2ccccc2C3=O)cc(OC)c1 | i | i | i | i | i | i | i | -5 | i | i | i
CCOc1ccccc1-c1nc(C(N)=O)c2[nH]c(=O)n(-c3cccc(C)c3)c2n1 | i | i | i | i | i | i | i | -9 | i | i | i
COc1cc(NS(=O)(=O)c2ccc(C)cc2)c2ncccc2c1 | i | i | i | i | i | i | i | -9 | i | i | i
CCN1CCCc2cc(CN(CCN3CCOCC3)C(=S)Nc3cc(F)cc(F)c3)ccc21 | i | i | i | i | i | i | i | -10 | i | i | i
O=C(CSc1nncn1-c1cccnc1)Nc1ccccc1C(F)(F)F | i | i | i | i | i | i | i | -3 | i | i | i
Cc1ccc(Nc2ccc(C(=O)O)cc2[N+](=O)[O-])cc1 | i | i | i | i | i | i | i | -7 | i | i | i
O=C(NC(Cc1c[nH]c2ccccc12)C(=O)N/N=C/c1ccc(Cl)cc1)c1cccs1 (centres undefined) | i | i | i | i | i | i | i | -2 | i | i | i
Cc1cc(C)c2c(n1)sc1c(O)cc(=O)[nH]c12 | i | i | i | i | i | i | i | -9 | i | i | i
Cc1ccc2[nH]cc(CCNC(=O)CN3C(=O)c4ccccc4C3=O)c2c1 | i | i | i | i | i | i | i | -9 | i | i | i
COc1cccc(-c2nc(CS(=O)(=O)CC(=O)NC3CCCCCC3)c(C)o2)c1 | i | i | i | i | i | i | i | -4 | i | i | i
Cn1cc(CNCc2ccc(OC(F)(F)F)cc2)c(-c2ccc3c(c2)OCCO3)n1 | i | 10* | i | i | i | i | i | -20 | i | i | i
CC1=Nn2c(nnc2-c2ccccc2)SC1 | i | i | i | i | i | i | i | -10 | i | i | i
N#Cc1nc(-c2cccc3ccccc23)oc1NCC1CCCO1 (centres undefined) | i | i | i | i | i | i | i | -12 | i | i | i
CCCCC(=O)Nc1ccccc1C(=O)OCC(=O)c1ccc2c(c1)OCCO2 | -19* | i | i | i | i | i | i | -9 | i | i | i
Cc1cc(=O)[nH]c(Nc2ccc(Cl)cc2)n1 | i | i | i | i | i | i | i | -7 | i | i | i
O=C1NC(CCc2ccccc2)C(=O)N1Cc1cccc2ccccc12 (centres undefined) | i | i | i | i | i | i | i | -8 | i | i | i

Pulled by structure from above, 3 records:
SMILES | KCNK9 inh | KCNQ1 block | KCNQ1 act | TMEM16A act | RGS4 act | MrgX1 agonist | KCNK3 inh | hERG rescue | TMEM16A inh | RGS4 inh | MrgX1 PAM
O=C(CSc1nncn1-c1cccnc1)Nc1ccccc1C(F)(F)F | i | i | i | i | i | i | i | -3 | i | i | i
O=C(CC(=O)c1cc(Cl)ccc1O)c1ccccc1 | i | i | 18* | i | i | i | i | -3 | i | i | i
O=C(N/N=C/c1sc(=O)n(Cc2ccc(Br)cc2)c1Cl)c1ccco1 | i | i | i | i | i | i | i | -8 | i | i | i

Carrying on:
SMILES | KCNK9 inh | KCNQ1 block | KCNQ1 act | TMEM16A act | RGS4 act | MrgX1 agonist | KCNK3 inh | hERG rescue | TMEM16A inh | RGS4 inh | MrgX1 PAM
COc1ccc(/C=N/NC(=O)c2ccccc2NC(=O)c2ccco2)c(OC)c1 | i | i | i | i | i | i | i | -1 | i | i | i
CC(CC(=O)N1CCN(c2ccccc2)CC1)S(=O)(=O)c1ccc2c(c1)NC(=O)CO2 (centres undefined) | i | i | i | i | i | i | i | -6 | i | i | i
CC(C)NC(=O)c1ccccc1NC(=O)c1ccccc1N(C)S(C)(=O)=O | i | i | i | i | i | i | i | -8 | i | i | i
CC12CCC(c3c(C(=O)N4CCOCC4)nn(-c4ccccc4)c31)C2(C)C (centres undefined) | i | i | i | i | i | i | i | -9 | i | i | i
CCOC(=O)CNc1c(-c2ccc(O)cc2)nc2ccc(Cl)cn12 | i | i | i | i | i | i | i | -24 | i | i | i
CCOC(=O)C(=CNc1cccc(C)n1)C(=O)OCC | i | i | i | i | i | i | i | 5.9* | i | i | i
O=C(Nc1ccc2oc(=O)ccc2c1)c1ccc(-c2cccc([N+](=O)[O-])c2)o1 | i | i | i | i | i | i | i | -10 | i | i | i
Cc1c(C(=O)Nc2cccc(-c3nnc4n3CCCCC4)c2)oc2ccccc12 | i | i | i | i | i | i | i | -7 | i | i | i
Cc1cc(C)c(C)c(C(=O)c2ccccc2C(=O)O)c1C | i | i | i | i | i | i | i | -12 | i | i | i
C=CCOc1ccc(CNCc2cccnc2)cc1 | i | i | i | i | i | i | i | -4 | i | i | i
COc1cccc(C(=O)NCC(=O)N/N=C(C)\C=C\c2ccccc2)c1 | i | i | i | i | i | i | i | -10 | i | i | i
CN(C)Cc1ccccc1CCc1ccccc1 | i | i | i | i | -8.3* | i | i | -9 | i | i | i
COc1ccc(NC(=O)CSc2n[nH]c(-c3ccco3)n2)cc1 | i | i | i | i | i | i | i | -1 | i | i | i
CN(C)S(=O)(=O)c1ccc(C(=O)NCC2CC2(Cl)Cl)cc1 (centres undefined) | i | i | i | i | i | i | i | -3 | i | i | i
CCc1ccccc1NC(=O)c1cnn(-c2ccccc2)c1C | i | i | i | i | i | i | i | -9 | i | i | i
Cc1cc(/C=C2/NC(=O)NC2=O)c(C)n1-c1ccc(C#N)cc1 | i | i | i | i | i | i | i | -4 | i | i | i
